SENP1 inh = inhibitors of human SENP1 SUMO protease catalytic domain; 360,000 compounds, 0.21% hits; inhibition, % at 10 µM; Q9P0U3; recombinant SENP1 catalytic domain, CyPet-SUMO1-YPet FRET cleavage;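 active = inhibition at least 30% at 10 µM, raw YFP signal under a set limit, fluorescence ratio 0.5 to 1.5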;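 also: 0% = enzyme with DMSO and 100% = no enzyme wells; some results filed as inactive read as strong as hits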
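Test system: human SENP1 catalytic domain; medium: Tris pH 8 buffer plus EDTA, NaCl, BME, BSA, NP40, catalase; incubation: 50 min reaction at room temperature; technique: FRET, CFP and YFP emission; controls: no-enzyme low control and enzyme-plus-DMSO high control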
NR3A LBD binder = modulates the human NR3A ligand-binding domain; NR3A LBD differential scanning fluorimetry, Tm shift; 0% = protein alone, 100% = glycine-bound protein; Tm shift relative to glycine control, % at 25 µM; 340,000 compounds, 2.5% hits; AID 1259313;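 active = melting temperature shift of at least 10% of the positive control shift, at one fixed dose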
ATG4B inhibitor = ATG4B (human) cysteine protease inhibition; Q9Y4P1; ATG4B cleavage of LC3-PLA2, NBD-HPC fluorescence, 1 h; inhibition, % at 8.33 µM; 340,000 compounds, 0.51% hits; in the data active = inhibition above about 40%
PfGluPho inh = PfG6PD (Plasmodium falciparum) enzyme inhibition; 350,000 compounds, 0.78% hits; inhibition, % at 20 µM; PfGluPho enzyme, NADPH resazurin-diaphorase fluorescence; AID 504690;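 active = inhibition reaching at least a set limit at 20 µM in the primary screen, cut at about 59% in these data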;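 also: 0% = DMSO wells with substrate and 100% = DMSO wells lacking glucose-6-phosphate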
SENP6 inh = inhibitors of human SENP6 protease. Recombinant SENP6 catalytic domain, aminoluciferin luminescence. inhibition, % at 10 µM. 330,000 compounds, 1.8% hits. AID 2599;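 active = inhibition above about 50% at the single tested dose, limit read from the data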;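 also: plate controls were DMSO wells with enzyme for no effect and DMSO wells lacking enzyme for full effect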
Target sequence (Q9GZR1 628-1112 limits assumed): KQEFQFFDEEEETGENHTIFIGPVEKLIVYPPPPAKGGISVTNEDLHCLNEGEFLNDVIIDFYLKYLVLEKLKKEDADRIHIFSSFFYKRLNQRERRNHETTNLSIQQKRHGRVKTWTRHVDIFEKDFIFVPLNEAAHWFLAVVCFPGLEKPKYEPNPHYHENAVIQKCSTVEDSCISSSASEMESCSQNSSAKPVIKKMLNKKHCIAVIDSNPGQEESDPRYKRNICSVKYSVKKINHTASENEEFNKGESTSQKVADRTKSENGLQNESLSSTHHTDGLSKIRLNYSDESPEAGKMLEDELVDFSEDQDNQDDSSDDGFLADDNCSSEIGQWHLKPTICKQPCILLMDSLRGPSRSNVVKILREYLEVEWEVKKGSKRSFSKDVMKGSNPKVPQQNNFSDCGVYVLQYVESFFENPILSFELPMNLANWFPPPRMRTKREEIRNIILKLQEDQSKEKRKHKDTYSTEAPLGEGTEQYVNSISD
MPTP inh = inhibitors of mitochondrial permeability transition pore; isolated mouse mitochondria, Ca2+ swelling absorbance, 30 min; inhibition, % at 10 µM; 360,000 compounds, 1.4% hits;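 active = inhibition of 50% or more, scaled per plate between neutral and stimulator controls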;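 also: 0% = DMSO wells given calcium and 100% = 1 mM EGTA wells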
SENP8 block = inhibitors of human SENP8 protease; AID 602440; recombinant SENP8, Nedd8 substrate fluorescence; 360,000 compounds, 0.64% hits; inhibition, % at 20 µM; in the data active = inhibition mostly above about 40%, no sharp cut-off; inactive = mostly below about 27%
hIAP activ = human IAP activation; P09923; purified human IAP, CDP-Star luminescence, 30 min; hits give high values; 1 = vehicle-only enzyme, 0 = enzyme-free background; activation factor at 10 µM; 330,000 compounds, 0.16% hits; AID 2524;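 active = activation factor of the enzyme at least 2-fold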; also: the source names both 10 and 20 µM as test concentration; values of inactives mirror those of a sister screen read the other way
Target sequence (P09923 whole entry, looked up): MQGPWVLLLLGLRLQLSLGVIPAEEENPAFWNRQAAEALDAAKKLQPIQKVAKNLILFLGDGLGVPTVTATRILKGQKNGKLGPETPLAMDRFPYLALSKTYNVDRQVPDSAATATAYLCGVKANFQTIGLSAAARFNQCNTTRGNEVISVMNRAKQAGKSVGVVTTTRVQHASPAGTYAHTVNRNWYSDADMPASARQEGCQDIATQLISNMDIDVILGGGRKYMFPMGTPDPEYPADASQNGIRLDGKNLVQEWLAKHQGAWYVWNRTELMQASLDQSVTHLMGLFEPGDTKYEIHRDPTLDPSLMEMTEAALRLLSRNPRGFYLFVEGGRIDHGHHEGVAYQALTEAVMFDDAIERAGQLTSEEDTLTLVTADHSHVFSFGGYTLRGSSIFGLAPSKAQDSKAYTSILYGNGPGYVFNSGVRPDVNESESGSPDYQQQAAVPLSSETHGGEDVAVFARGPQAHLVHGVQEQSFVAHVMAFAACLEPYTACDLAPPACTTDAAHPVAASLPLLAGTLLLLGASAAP
An asterisk follows results filed as active; / = not tested or not shown; & = joins results of further samples.

SENP1 inh	NR3A LBD binder	ATG4B inhibitor	PfGluPho inh	SENP6 inh	MPTP inh	SENP8 block	hIAP activ	structure
-3	-1	-3	2	4	1.0	2	1	CN(C)N1C(N)=C(C#N)C(c2ccc(Br)cc2)C2=C1CC(C)(C)CC2=O (configuration not stated)
4	1	-4	6	5	2.2	8	0.93	COC(=O)c1cc(OC)c(OC)cc1N1C(=O)CC(C)(C)CC1=O
0	3	-2	-3	-2	-1.6	11	0.85	COC(=O)CCCCC(=O)OC
-4	-1	7	24	-10	1.2	6	1.1	CC(/C=C/c1ccco1)=N\NC(=O)COc1ccc(C)c(C)c1
0	-4	-3	0	-12	1.6	10	1.3	Cc1ccc(NC(=O)Cc2cn(C)c3ccccc23)cc1F
0	-7	-14	-11	-4	0.9	13	0.95	CCOc1ccc(NS(=O)(=O)c2ccc(NC(=O)c3ccccn3)cc2)cc1
1	/	/	-11	/	0.1	12	/	CN(CC(=O)Nc1ccc(Cl)c(Cl)c1)C(=O)c1ccccc1SCC(=O)N1CCCC1
-4	0	-8	6	-19	-0.4	14	0.93	CC(=O)c1nn(-c2ccc(Br)cc2)cc1C(=O)c1ccco1
2	0	-3	-1	-3	-2.0	5	0.96	CCC1=C(OC(=O)N(CC)CC)N2C(=O)OC(=NCC3CC3)[C@]2(Cc2ccccc2)[C@H]2C1=CC[C@H]1C(=O)N(CC)C(=O)[C@H]12
4	1	-5	0	-1	-1.1	12	1.3	O=C(NNC(=O)c1cccc(C(F)(F)F)c1)c1ccc(-n2cnnn2)cc1
1	/	/	36	/	-1.8	11	/	CC1(C)C2CCC(CN=C(N)CSS(=O)(=O)O)C1C2 (configuration not stated)
4	6	0	8	/	2.6	33	/	O=C1c2ccccc2-c2c1c1ccccc1c(=O)n2-c1ccccc1
-40	1	-1	-1	7	0.6	-231	1	CCOC(=O)CSc1nc2cc(OCC)ccc2cc1C#N
4	0	-3	8	-17	4.4	28	0.83	O=[N+]([O-])c1ccc(N2CCN(S(=O)(=O)c3ccc4ccccc4c3)CC2)cc1NCc1ccco1
3	0	0	11	0	0.9	11	0.92	COCCc1nnc(NC(=O)C(C)C)s1
1	1	-2	0	12	-0.8	6	1.1	COc1ccc(CCNC(=O)Nc2ccc3c(c2)OCO3)cc1OC
-2	0	5	-11	-9	0.4	29	0.97	COc1ccc(NC(=O)CCCCC(=O)Nc2ccc(OC)cc2)cc1
-53	36*	-15	2	/	3.3	-483	/	N#Cc1c(N)n(CCOC(=O)c2ccc(Cl)cc2)c2nc3ccccc3nc12
0	/	/	12	/	2.0	41*	/	CCc1ccc(/C=C2\SC(=S)N(CCCC(=O)N3CCN(C)CC3)C2=O)cc1
1&0	0&0	-6&0	0&14	-6	-1.4&-0.8	3&5	1.2	NS(=O)(=O)Cc1noc2ccccc12
-8	1	5	2	14	-0.2	-28	1	CN(C)S(=O)(=O)c1ccc(N2CCCC2)c(C(=O)Nc2nc3ccccc3s2)c1
2	-14	27	-9	1	55*	9	1.1	O=C1C2CC=CCC2C(=O)N1c1ccc(N2CCN(c3ccccn3)CC2)c([N+](=O)[O-])c1 (configuration not stated)
1	4	-8	-3	-26	-0.6	22	1	CCOC(=O)c1ccc(N2C(=O)CC(SCC(N)C(=O)OCC)C2=O)cc1 (configuration not stated)
0	2	12	5	13	-0.3	12	0.91	CS(=O)(=O)N(CC(=O)N1CCc2ccccc2C1)c1cccc(F)c1
0	0	2	4	/	-0.6	4	/	CC1CCCCN1N=Nc1nc2c([nH]1)c(=O)n(C)c(=O)n2C (configuration not stated)
3	7	-5	4	-9	-1.2	-22	1	COc1ccc(C2C=C(C34CC5CC(CC(C5)C3)C4)NC(=S)N2)cc1OC (configuration not stated)
1	1	1	-8	79*	-0.1	-35	0.89	CCOC(=O)COc1ccc(-c2nnc(-c3ccccc3)o2)cc1
1	-3	0	0	-7	-0.7	7	0.96	C/C(=N\S(=O)(=O)c1ccc(C)cc1)N1CCCCC1
2	-2	1	-6	9	-2.3	10	0.9	O=C(O)C1CC=CCC1C(=O)NCc1ccc2c(c1)OCO2 (configuration not stated)
-7	3	-2	12	7	-3.2	-10	1.1	Cc1ccc(NC(=O)C2CCN(S(=O)(=O)c3ccc4[nH]c(=O)ccc4c3)CC2)c(C)c1
2	-1	2	5	4	-1.8	6	0.85	COc1ccc(/C=C(\NC(=O)c2ccccc2)C(=O)NCc2ccco2)cc1OC
0	1	-18	8	/	4.5	1	/	CCCCCn1c(=O)[nH]c2cc(C(=O)N3CCN(c4ccc(F)cc4)CC3)ccc2c1=O
-1	-1	2	-1	7	-0.4	-5	1.1	Cc1cc2nccc(-c3ccc(Cl)cc3Cl)n2n1
0	-4	-4	-7	-9	5.5	19	1.1	CCC(C(=O)NCCC(C)C)n1ccc2cc(S(=O)(=O)N3CCCCC3)ccc21 (configuration not stated)
-13	3	0	2	-13	-0.2	2	0.84	C#CCn1cc(Cl)cc(C(=O)Nc2ccccc2)c1=O
2	8	/	-23	-9	0.2	2	0.96	C=CC[C@@H](CC(=O)N[C@@H](CO)Cc1ccccc1)C(=O)N[C@H](COC(=O)[C@@H](CC=C)CC(=O)OC(C)(C)C)Cc1ccccc1
-66	16*	-12	-1	-12	1.9	-2	0.82	Cc1cn2c(N)c(/C=C3\C=Nc4ccccc43)c(=O)nc2s1
3	-1	-5	-2	-14	0.0	5	0.98	COc1ccc(C(CC(=O)O)NC(=O)Nc2ccccc2)cc1OC (configuration not stated)
2	12*	9	16	-8	1.1	11	0.81	COc1ccc([C@H]2CC(=O)C=C(c3ccc(F)cc3OCc3ccccc3)C2)cc1OC
1	0	-2	-23	3	3.8	20	1	Cc1c(NS(=O)(=O)c2ccc(Cl)c(C(=O)OCC(=O)NCc3ccco3)c2)c(=O)n(-c2ccccc2)n1C
0	0	-7	14	-20	2.4	11	0.9	CC1(C)C(=O)OC(c2cccn2-c2ccc([N+](=O)[O-])cc2)C(C)(C)C1=O (configuration not stated)
0	-1	0	-2	-11	1.0	3	1.1	CC(C)CNc1nc(SCC(=O)Nc2ccccc2)nc(N2CCOCC2)n1
0	9	1	3	-10	-0.5	12	0.99	CN1CCOc2cc(S(=O)(=O)Nc3ccc(F)cc3)ccc21
2	3	10	-5	1	38	22	1.1	COc1ccc(Cl)cc1NC(=O)CN(C)C1CCCCC1
2	0	6	-14	9	0.6	-113	0.84	CCCC(=O)Nc1ccc(-c2csc(-c3cccnc3)n2)cc1
1	2	6	-3	9	-0.1	12	1.2	Cc1cccc2c(=O)oc(-c3ccccc3Cl)nc12
1	-1	3	4	-13	-0.7	-8	0.81	CCOc1ccc(NC(=O)c2cc3c(=O)n(C)c4ccccc4c3n2C)cc1
-1	0	-8	-6	-9	-5.3	20	1	Cc1ccc(C(=O)NCC(C)(C)N2CCOCC2)s1
13	2	9	-9	/	-2.7	-156	/	CCn1c2ccc(C)cc2c2nc3cc(C(=O)O)ccc3nc21
3	2	-7	-1	-26	-0.7	2	0.99	CC(C)NC(=O)NC(=O)COC(=O)c1ccccc1F
-12	1	-8	3	/	-1.1	9	/	COc1ccccc1Cn1c(SCC(N)=O)nc2c(oc3ccccc32)c1=O
-1	-2	4	10	7	-0.1	-12	0.97	Cc1c(C(=O)NCc2ccco2)oc2c(F)cccc12
0	-6	8	-18	-6	1.8	13	0.98	Cc1nn(C)c(C)c1CNC(=O)/C=C/c1ccccc1F
2	1	2	-18	7	0.0	4	1.1	O=C(CCNC(=O)C1CCN(S(=O)(=O)c2ccccc2)CC1)NCc1ccc(Cl)cc1
-2	-4	5	-20	/	0.5	4	/	CC(C)CCCCCCCCCCCCC(=O)NCC(=O)NC1C(C)OC(Nc2ncnc3nc[nH]c23)C(O)C1O (configuration not stated)
0	-1	-5	1	15	-1.2	-2	0.94	COc1cc(/C=N/NC(N)=O)ccc1OC(=O)c1cccs1
4	-2	-6	-13	-8	-0.3	-1	0.98	Cc1nnc(NC(=O)CSc2nnc(CNC(=O)c3ccccc3)n2-c2ccccc2)s1
2	0	-13	4	-6	0.5	13	0.92	CCOC(=O)CC(NC(=O)CCc1c(C)nc2ncnn2c1C)c1ccc(OC(C)C)cc1 (configuration not stated)
-1	-1	-28	21	-7	-0.5	21	0.92	CCN(CC)CCn1c(=S)[nH]c2ccc(Br)cc2c1=O
-1	-3	0	11	-33	-0.2	12	0.88	CCOc1ccc(C(=O)N2CCN(Cc3ccccc3)CC2)cc1

Remaining list, next part
SENP1 inh	NR3A LBD binder	ATG4B inhibitor	PfGluPho inh	SENP6 inh	MPTP inh	SENP8 block	hIAP activ	structure
3	-2	-5	8	5	1.6	11	1.1	Cc1ccc([N+](=O)[O-])cc1NC(=O)c1ccc2c(c1)OCO2
-2	-6	-9	36	0	4.4	-1	0.89	CC(C)(C)c1cc(NC(=O)COc2ccc(Br)cc2)n(-c2ccccc2)n1
2	2	-7	40	11	3.0	12	1.1	CCn1nc(C)c(Br)c1C(=O)Sc1ccccc1Cl
2	0	-5	5	-11	1.0	8	0.97	CCOC(=O)C1CCN(C(=O)c2cc(C)n(C(C)(C)C)n2)CC1
-2	2	-9	3	-11	0.3	16	1.1	CCc1ccccc1NS(=O)(=O)c1ccc2[nH]cc(C(=O)NCc3ccco3)c(=O)c2c1
-15	5	-10	41	-10	-0.7	-77	0.98	Cc1ccc(-c2nc3cnccn3c2Nc2ccc3c(c2)OCO3)cc1
0	2	-6	7	-12	0.4	23	0.92	Cc1nc2ccccc2c(=O)n1/N=C/c1ccc(F)cc1
2	1	-4	-5	-5	-0.5	0	1	CN(c1ccccc1)S(=O)(=O)c1ccc(NC(=O)C2CC2)cc1
1	-8	-1	18	8	78*	14	0.96	CO/N=C/c1ccc(N2CCN(C(=O)c3ccc(Cl)cc3Cl)CC2)c([N+](=O)[O-])c1
1	0	-6	-9	-20	-0.1	5	1.3	Cc1cc(C)n2nc(SCC(=O)N3CCCC(C)C3)nc2n1 (configuration not stated)
0	0	-1	7	-10	-0.4	-487	1.1	COCCN(C(=O)COC(=O)/C=C/c1ccc2c(c1)OCO2)c1c(N)n(Cc2ccccc2)c(=O)[nH]c1=O
-1	-27	-2	-6	3	0.0	13	1.1	COc1ccc(-c2cn(-c3ccccc3)nc2CO)cc1
2	-3	-2	-8	6	-2.2	10	0.96	CON(C)C(=O)C[C@@H]1C[C@H](OC(=O)c2ccc([N+](=O)[O-])cc2)CN1C(=O)OC(C)(C)C
-9	-4	9	17	-7	3.4	-8	0.98	Cc1ccc(COC(=O)Cc2coc3cc(O)ccc23)cc1
5	1	-10	12	2	2.9	-6	1	CCCCc1ccc(NC(=O)CC(C)=O)cc1
9	-4	50*	55	-9	0.8	-318	1.1	Cc1nnc(N2CCCC(C(=O)NCc3cccc(F)c3)C2)c2nn(-c3ccccc3)c(C)c12 (configuration not stated)
4	2	-14	-18	4	0.0	8	1.2	CCn1c(CNc2cccc(Cl)c2)nnc1SCC(=O)OC1CCCCC1
2	0	-13	18	-33	1.8	16	1.1	Cc1ccc(-c2nnc(-c3ccccc3)c(-c3ccccc3)n2)cc1
30*	-1	17	-14	-6	3.3	8	0.98	O=C(NC(=S)Nc1ccccc1O)c1cncc(Br)c1
1	/	/	27	/	0.4	-201	/	COc1ccc(CN(C)C[C@@H]2OCCCC[C@@H](C)Oc3ccc(N(C)C)cc3C(=O)N([C@H](C)CO)C[C@@H]2C)cc1

Single records, from the list above:
Cc1ccc(NC(=O)Cc2cn(C)c3ccccc23)cc1F across the screens: SENP1 inh = 0; NR3A LBD binder = -4; ATG4B inhibitor = -3; PfGluPho inh = 0; SENP6 inh = -12; MPTP inh = 1.6; SENP8 block = 10; hIAP activ = 1.3
CCCC(=O)Nc1ccc(-c2csc(-c3cccnc3)n2)cc1 across the screens: SENP1 inh = 2; NR3A LBD binder = 0; ATG4B inhibitor = 6; PfGluPho inh = -14; SENP6 inh = 9; MPTP inh = 0.6; SENP8 block = -113; hIAP activ = 0.84

Rows were taken by chance, and some 6.7% of all compounds hit somewhere here.
